# Screening data: PubChem, National Center for Advancing Translational Sciences (NCATS)
# PTHR1 agonist: agonists of human PTHR1 parathyroid hormone receptor. Q03431. hit rate 0.075% among 410,000. Potency, µM (titrated, usually from 115 µM), without a hit: at the top dose activation, usual class: activators. HEK293 GP2 PTHR1 cells, GloSensor cAMP luminescence, 1 h; further: potency means the concentration at half of the fitted maximal effect; nearly all actives have a fitted effect of over 55% in size; some results filed as inactive show a strong effect at the top dose; inactives centre near -15; many of its hits are not listed in these tables
# Target sequence (Q03431 whole entry, looked up): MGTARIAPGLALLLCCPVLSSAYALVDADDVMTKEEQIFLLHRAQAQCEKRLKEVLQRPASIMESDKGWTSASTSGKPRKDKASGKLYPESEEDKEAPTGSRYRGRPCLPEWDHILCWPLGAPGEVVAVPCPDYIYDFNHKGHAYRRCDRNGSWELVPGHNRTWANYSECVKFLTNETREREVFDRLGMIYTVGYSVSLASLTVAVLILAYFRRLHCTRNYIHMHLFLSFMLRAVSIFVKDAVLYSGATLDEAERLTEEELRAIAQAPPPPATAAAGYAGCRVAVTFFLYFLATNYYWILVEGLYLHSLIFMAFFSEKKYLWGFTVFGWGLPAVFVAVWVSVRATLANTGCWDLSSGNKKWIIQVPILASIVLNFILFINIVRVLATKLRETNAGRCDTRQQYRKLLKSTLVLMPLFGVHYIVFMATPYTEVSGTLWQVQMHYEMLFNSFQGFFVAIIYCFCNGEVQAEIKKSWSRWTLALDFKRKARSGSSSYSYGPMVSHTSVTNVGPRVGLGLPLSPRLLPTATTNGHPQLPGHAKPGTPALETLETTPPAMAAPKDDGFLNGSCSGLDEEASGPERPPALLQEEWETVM
#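 HEK-293-derived GP2 cells expressing PTHR1 and a GloSensor cAMP reporter, 3,000/well, plated overnight, given luciferin plus IBMX (each 0.5 mM as added) for 1 h at 37 °C, then compound for 1 h at 37 °C. Luminescence was read after 15 min at room temperature.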
# Abeta yeast res: compounds reversing amyloid beta toxicity in yeast; hit rate 0.063% among 410,000; AID 1347071; yeast expressing A-beta42, growth rescue, OD600, 48 h; response scale: 0% DMSO, 100% iron-clioquinol control; Potency, µM (doses to about 46.1 µM), for the others: top-dose growth rescue, hits mostly activators; further: potency means the concentration at half of the fitted maximal effect; nearly all actives have a fitted effect of over 55% in size
#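 Yeast growth medium received pinned compounds, then yeast cells expressing toxic A-beta were added; plates incubated at 30 C for 48 hr. Growth read as absorbance at 600 nm, normalized to DMSO and equimolar FeCl3 plus clioquinol controls.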
# aSyn rescue: alpha-synuclein toxicity inhibition in yeast; Yeast expressing alpha-synuclein, growth rescue, BacTiter-Glo, 24 h; Potency, µM (highest dose often 46.1 µM), for the others: at the top dose growth rescue (activation), hits mostly activators; hit rate 0.14% among 370,000; AID 652106; further: potency means the concentration at half of the fitted maximal effect; % of control where 0% means no effect; nearly all actives have a fitted effect of over 65% in size
#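 Screening used galactose-induced yeast with toxic alpha-synuclein levels, exposed to compound for 24 hr at 30 deg C. Cell growth, read with BacTiter-Glo luminescence, gave the measured signal.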
# MmCpn inh: blocks the Methanococcus maripaludis chaperonin Mm-Cpn; purified Mm-Cpn ATPase, ADP Transcreener TR-FRET; Potency, µM (series often up to 76.9 µM), inactives show at the top dose activity, negative = inhibition, hits mostly inhibitors; hit rate 0.031% among 330,000; further: potency means the concentration at half of the fitted maximal effect; on the % scale 0 is the no-effect control and ±100 the full control effect; nearly all actives have a fitted effect of over 80% in size
#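 ATPase read-out: TR-FRET ADP immunoassay (anti-ADP Eu cryptate vs ADP-d2), ex 320 nm, em 590/665 nm; signal drops as ADP forms. Enzyme 25 nM, ATP 10 uM, 30 min at 37°C after 10 min compound preincubation.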
# pAkt inh: Akt phosphorylation inhibition. hit rate 0.32% among 360,000. Neuro2A IGF-stimulated pAkt S473 HTRF, 20 min; hits give low values. activity change, % for hits at 50 µM. AID 651550; in the data active means activity change below about -80%; inconclusive means mostly about -51% to -80%; further: on the % scale 0 is the no-effect control and ±100 the full control effect
#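 Neuro2A cells (4,500/well, DMEM with 0.5% FBS) were treated with compound at a single 50 µM final concentration, stimulated with 6 nM IGF for 20 min at 37 °C, and lysed. Phospho-Akt Ser473 was read by HTRF as 665/615 ratio ×10^4.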
# FUS suppressor: rescues growth of FUS-expressing yeast. Potency, µM (series often up to 76.6 µM), for the others: at the highest dose growth rescue (activation), usual class: activators. S. cerevisiae FUS-expressing, growth rescue, OD600, 24 h. hit rate 0.24% among 390,000. AID 1347120;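 further: potency means the concentration at half of the fitted maximal effect; plate controls were DMSO vehicle for no effect and reference control for full effect; nearly all actives have a fitted effect of over 55% in size; some results filed as inactive show a strong effect at the top dose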
#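 Compound concentration series was pinned onto galactose-induced FUS-expressing yeast seeded at OD 0.005. Plates sat 24hr at 30C; absorbance at 600 nm gave growth. DMSO served as background control.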
# TDP-43 yeast inh: rescues yeast growth from TDP-43 toxicity. Potency, µM (series often up to 46.1 µM), inactives show top-dose growth rescue (activation), hits mostly activators. hit rate 1.8% among 410,000. TDP-43 expressing yeast growth rescue, BacTiter-Glo, 24 h. AID 652104; further: potency means the concentration at half of the fitted maximal effect; % of control where 0% means no effect; nearly all actives have a fitted effect of over 50% in size
#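 Yeast cells expressing TDP-43 under galactose induction are exposed to compounds for 24 hr at 30 deg C. BacTiter-Glo luminescence measures growth, so protective compounds score as activators.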
# GLP1R cytotox: cytotoxicity counter-screen for GLP-1 receptor inverse agonists | HEK293 cAMP-luciferase reporter cells, luminescence, 24 h | Potency, µM (highest dose often 38.3 µM), inactives show top-dose activity change, negative = inhibition, most hits filed as inhibitors | hit rate 0.13% among 410,000;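 further: loss of luciferase light is scored as toxicity; potency means the concentration at half of the fitted maximal effect; on the % scale 0 is the no-effect control and ±100 the full control effect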
#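 MLSMR compounds, 24 hr on cells at 37 deg C/5% CO2; luminescence after luciferase reagent (12 min RT). Inhibition counted as the undesired cytotoxic outcome.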
# GLP-1R inv ag: acts as inverse agonist at human GLP-1 receptor; P43220; HEK293 GLP-1R CRE-luciferase, luminescence, 24 h; GLP-1R form is constitutively active; Potency, µM (titrated, usually from 38.3 µM), inactives show at the top dose activity change, negative = inhibition, actives largely listed as inhibitors; hit rate 1.6% among 410,000; further: potency means the concentration at half of the fitted maximal effect; on the % scale 0 is the no-effect control and ±100 the full control effect; nearly all actives have a fitted effect of over 55% in size
# Target sequence (P43220 whole entry, looked up): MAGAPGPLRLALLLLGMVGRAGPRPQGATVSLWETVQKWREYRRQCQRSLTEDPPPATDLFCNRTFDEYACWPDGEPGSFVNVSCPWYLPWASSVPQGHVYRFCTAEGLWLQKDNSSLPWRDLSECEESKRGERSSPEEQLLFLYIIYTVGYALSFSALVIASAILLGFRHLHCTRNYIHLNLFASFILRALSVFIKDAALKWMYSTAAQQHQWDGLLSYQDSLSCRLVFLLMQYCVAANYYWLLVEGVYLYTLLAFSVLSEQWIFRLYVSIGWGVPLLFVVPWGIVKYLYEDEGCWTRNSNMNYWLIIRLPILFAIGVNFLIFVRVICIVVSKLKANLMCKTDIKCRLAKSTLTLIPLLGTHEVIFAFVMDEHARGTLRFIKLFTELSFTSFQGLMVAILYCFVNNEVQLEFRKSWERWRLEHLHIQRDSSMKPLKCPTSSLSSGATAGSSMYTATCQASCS
#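 Seeding at 200 cells/uL, 12 h culture, 24 hr compound treatment, then luciferase reagent and a luminescence read; cells are HEK293 stably expressing a constitutively active GLP-1R plus cAMP-responsive luciferase.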
# Active calls of the source: *; i = inactive; ? = inconclusive; nt = no result given; [ ] = another dose, or the depositor's remark. Unless noted, the call rests on the fitted dose curve; in most records, active means well fitted curve in the direction sought with a large enough effect; inconclusive means small, poorly fitted or top-dose-only effect, or another doubt; inactive means no such curve, though single readings can be large; an effect the other way counts as inactive or inconclusive.
SMILES,PTHR1 agonist,Abeta yeast res,aSyn rescue,MmCpn inh,pAkt inh,FUS suppressor,TDP-43 yeast inh,GLP1R cytotox,GLP-1R inv ag
COc1ccc(S(=O)(=O)NCC(=O)NCc2cc(=O)n(C)c(=O)n2C)cc1C,i,6%,1%,1%,i,26%,3%,2%,8%
COc1cccc(C(CC(=O)O)NS(=O)(=O)c2ccc3c(c2)N(C(C)=O)CC(C)O3)c1 (configuration not stated),?,1%,-2%,0%,i,38%,-11%,0%,5%
Cc1ccc(C)c(NC(=O)Cn2nnc(C(=O)Nc3c(C)cccc3C)c2N)c1,-6%,18%,3%,1%,i,6%,-1%,-17%,?
O/N=C/c1ccc(-c2cc(Cl)ccc2Cl)o1,i,16%,8%,1%,i,-5%,10%,-9%,0%
CCc1nc(SCc2ccc(C(=O)OC)o2)n[nH]1,-9%,2%,-4%,1%,i,1%,-18%,0%,6%
O=C(NNc1ncccc1-n1cccc1)c1ccc(Cl)cc1,i,6%,6%,-2%,i,13%,-13%,3%,-5%
COc1cc(N)c(Cl)cc1C(=O)OCC(=O)Nc1ccc(N2CCOCC2)cc1,i,-19%,-1%,-7%,i,-6%,-4%,5%,10%
CS(=O)(=O)N1CCC(C(=O)Nc2ccccc2Sc2ccccc2)CC1,i,-12%,-13%,-1%,i,1%,-3%,7%,5%
CN1CCC[C@@H]1CCNC(=O)c1cccc2c1C(=O)c1ccc(N3CCCC3)cc1S2(=O)=O,i,-7%,-1%,0%,i,0%,9%,-8%,4%
CCOc1ccc(NC(=O)CN2CCc3cc4c(cc3C2)OCCCO4)cc1OCC,-34%[inhibitor],-2%,6%,5%,i,-4%,19%,3%,0%
COc1ccc2cc(C3CC(c4ccco4)=NN3S(=O)(=O)c3ccccc3)c(Cl)nc2c1 (configuration not stated),i,3%,3%,-2%,i,10%,23%,13%,11%
O=C(Nc1ccccc1F)c1cc2c(s1)-c1ccccc1S(=O)(=O)C2,-2%,5%,1%,-3%,i,7%,-12%,-2%,25%

# Random excerpt: 6 compounds from above
SMILES,PTHR1 agonist,Abeta yeast res,aSyn rescue,MmCpn inh,pAkt inh,FUS suppressor,TDP-43 yeast inh,GLP1R cytotox,GLP-1R inv ag
O=C(NNc1ncccc1-n1cccc1)c1ccc(Cl)cc1,i,6%,6%,-2%,i,13%,-13%,3%,-5%
COc1cccc(C(CC(=O)O)NS(=O)(=O)c2ccc3c(c2)N(C(C)=O)CC(C)O3)c1 (configuration not stated),?,1%,-2%,0%,i,38%,-11%,0%,5%
CCc1nc(SCc2ccc(C(=O)OC)o2)n[nH]1,-9%,2%,-4%,1%,i,1%,-18%,0%,6%
Cc1ccc(C)c(NC(=O)Cn2nnc(C(=O)Nc3c(C)cccc3C)c2N)c1,-6%,18%,3%,1%,i,6%,-1%,-17%,?
COc1ccc2cc(C3CC(c4ccco4)=NN3S(=O)(=O)c3ccccc3)c(Cl)nc2c1 (configuration not stated),i,3%,3%,-2%,i,10%,23%,13%,11%
CS(=O)(=O)N1CCC(C(=O)Nc2ccccc2Sc2ccccc2)CC1,i,-12%,-13%,-1%,i,1%,-3%,7%,5%

# (cont.)
SMILES,PTHR1 agonist,Abeta yeast res,aSyn rescue,MmCpn inh,pAkt inh,FUS suppressor,TDP-43 yeast inh,GLP1R cytotox,GLP-1R inv ag
COc1cc(C=O)ccc1OCc1ccccc1Br,-31%,4%,-19%,-1%,i,nt,11µM*,-13%,-9%
Cc1cc(C(=O)COc2ccc(C#N)cc2)c(C)n1CC1CCCO1 (configuration not stated),-21%,-6%,4%,-1%,i,18%,7%,-8%,-26%
CC(Oc1ccc(Cl)cc1Cl)c1ccnc(N)n1 (configuration not stated),-35%[inhibitor],2%,-25%,-7%,i,2%,13%[9.22 µM],12%[7.66 µM],-18%[7.66 µM]
CCOC(=O)c1cnn(-c2ccc(OC)cc2)c1C1CCN(C(=O)OC(C)(C)C)CC1,-94%[inhibitor],-17%,nt,nt,nt,?,?,2%,?
CCC(C)(C)NC(=O)CCCSc1nc2ccccc2[nH]1,i,10%,4%,3%,i,17%,-1%,-1%,?
Cc1cc(C)c2oc(-c3ccc(NC(=O)c4cc(Br)ccc4Cl)cc3)nc2c1,-29%,-2%,nt,nt,nt,38%,23%,-13%,?
CC(C)c1nn2c(=O)cc(COC(=O)COc3ccccc3F)nc2s1,-20%,-11%,nt,nt,nt,5%,-1%,3%,2%
Cc1ccc(-c2c(C)nn3c(N4CCOCC4)cc(C)nc23)cc1,-20%,-6%,-11%,1%,i,8%,-4%,0%,-26%
CC1=C(C(=O)Nc2ccccc2C(=O)NC2CCCCC2)SCCO1,i,6%,-2%,-1%,i,19%,?,?,1%
O=[N+]([O-])c1cc(-c2cccnc2)n[nH]1,i,6%,3%,nt,i,-15%,-12%,-3%,12%
COc1ccc(C(=O)NCCN2CCOCC2)c(OC)c1OC,i,-16%,-1%,-1%,i,-2%,6%[9.22 µM],-1%,15%
CN1C(=O)CC(N2CCC(c3nc4ccccc4[nH]3)CC2)C1=O (configuration not stated),-1%,-5%,1%,0%,i,-3%,11%,-2%,4%

# In the list so far, 2 have fluorine.
SMILES,PTHR1 agonist,Abeta yeast res,aSyn rescue,MmCpn inh,pAkt inh,FUS suppressor,TDP-43 yeast inh,GLP1R cytotox,GLP-1R inv ag
O=C(Nc1ccccc1F)c1cc2c(s1)-c1ccccc1S(=O)(=O)C2,-2%,5%,1%,-3%,i,7%,-12%,-2%,25%
CC(C)c1nn2c(=O)cc(COC(=O)COc3ccccc3F)nc2s1,-20%,-11%,nt,nt,nt,5%,-1%,3%,2%

# (continued)
SMILES,PTHR1 agonist,Abeta yeast res,aSyn rescue,MmCpn inh,pAkt inh,FUS suppressor,TDP-43 yeast inh,GLP1R cytotox,GLP-1R inv ag
Clc1cccc(Cl)c1Cn1cnc(=NCc2ccco2)c2[nH]cnc21,-15%[57.5 µM],6%,-1%,0%,nt,23%,-24%,0%,0%
CCC(=O)N1CCc2cc(Br)cc(S(=O)(=O)N3CCC(C(=O)Nc4ccccc4F)CC3)c21,i,-7%,nt,nt,nt,-16%,?,-10%,-24%
COC1CCCCC1NS(=O)(=O)c1ccc(Cl)cc1 (configuration not stated),i,-4%,-1%,-3%,i,-3%,21%,7%,0%
CCN(CC)S(=O)(=O)c1ccc(S(=O)(=O)N2CCCC2)cc1,i,-5%,-2%,2%,i,-18%,14%,-5%,-2%
Cc1nn(CC(=O)NCCCN2CCCCC2)c(=O)c2cc(-c3ccccc3)nn12,i,3%,-7%,1%,i,-10%,1%,-5%,-13%
C#CCNC(=O)C[C@@H]1C[C@@]2(C(=O)OC)CC(C)(C)CC=C2N(Cc2cccc3ccccc23)C1=O,-12%,5%,11%,nt,i,?,15%,-1%,?
COc1ccc2oc(=O)cc(-c3cc4cccc(OC)c4o3)c2c1,-4%,0%,-2%,1%,i,-9%,1%,-5%,-9%
COc1ccc(NC(=O)CC(NC(C)c2ccccc2)C(=O)O)cc1 (configuration not stated),i,nt,-2%,-2%,i,-11%,3%,2%,11%
C=CCN1C(=O)/C(=C2/Sc3ccc(OC)cc3N2C)SC1=Nc1cccc(O)c1,i,-11%,-5%,1%,i,2%,-20%,2%,25%
CC(C)CC(=O)Nc1nnn(C)n1,i,19%,0%,1%,i,-4%,-3%,4%,3%
CCCCn1c(N)c(N(CCOC)C(=O)c2ccc3c(c2)OCCO3)c(=O)[nH]c1=O,-36%[inhibitor],-4%,-1%,0%,i,-11%,25%,9%,4%
CC1CCN(C(=O)COC(=O)c2ccccc2C(=O)c2ccccc2)CC1,-45%[inhibitor],5%,10%,1%,i,15%,10%,8%,?
COc1ccc(CNC(=O)CCCNC(=O)c2ccc(Cl)cc2)cc1OC,i,1%,-3%,1%,i,17%,7%,-17%,-12%
COc1cc(/C=N/NC(=O)c2sc(N)c(C#N)c2C)cc(Br)c1O,i,8%,4%,-5%,i,nt,15%,16%,-12%
COc1ccc(N2CCN(C(=O)Cc3ccc(OC)c(OC)c3)CC2)cc1,-14%,11%,23%,-4%,i,1%,?,-13%,-12%
CC(C)=CCC/C(C)=C/C(=O)O,-13%,0%,13%,2%,i,-17%,-1%,-35%,18%
CCC(C(=O)NC1CCCCCC1)n1nc(C)c2c(C)n(-c3ccccc3)nc2c1=O (configuration not stated),-34%[inhibitor],-12%,-8%,3%,i,-1%,-3%,4%,2%
O=C(OCC(=O)N1CCCc2ccccc21)c1ccc(F)c(S(=O)(=O)N2CCOCC2)c1,-61%[inhibitor],5%,-1%,0%,i,7%,-20%,-2%,-26%
Cc1ccccc1CSc1nnc(C)n1N,0%[57.5 µM],3%,-6%,0%,i,0%,-17%,-5%,2%
COc1cccc(C(=O)n2ccc(-c3cccs3)n2)c1,i,-7%,-2%,2%,i,1%,?,-6%,-6%
CCC(=O)N1CCN(c2cc(NCC3CCCO3)c(F)cc2[N+](=O)[O-])CC1 (configuration not stated),i,-30%,-2%,2%,i,14%,-20%,15%,18%
O=C(CCCN1C(=O)c2ccccc2C1=O)Nc1nccs1,i,10%,3%,-2%,i,-11%,-3%,9%,-14%
Cc1nc(-c2ccccc2)sc1-c1ccc(SCC(=O)Nc2cccc(C(F)(F)F)c2)nn1,i,-8%,nt,nt,nt,7%,10%,-11%,-1%
NS(=O)(=O)c1ccc(CCNC(=O)C2CCCCN2S(=O)(=O)c2ccccc2)cc1 (configuration not stated),-2%[57.5 µM],-6%,1%,0%,i,3%,-1%,1%,5%
O=C(N/N=C/c1ccccc1)c1cccc2ccccc12,-10%,15%,2%,nt,i,-2%,0%,6%,?

# Only part of the results is shown; the hit share may differ from the screen's.
